High-throughput results as filed in PubChem BioAssay.
Abeta yeast res: restores growth of yeast expressing A-beta42 peptide; yeast expressing A-beta42, growth rescue, OD600, 48 h; response scale: 0% DMSO, 100% iron-clioquinol control; 410,000 tested, 0.063% active; AID 1347071; Potency, µM (doses to about 46.1 µM), for the others: at the top dose growth rescue, usual class: activators; further: potency means the concentration at half of the fitted maximal effect; nearly all actives have a fitted effect of over 55% in size
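Growth rescue measured by 600 nm absorbance after 48 h yeast culture at 30 C with compound. Values normalized between DMSO and an equimolar ferric chloride plus clioquinol control.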
EPAC1 agonist: EPAC1 (human) agonism. EPAC1 agonist qHTS, biochemical assay; response scale: 100% = response to 6.5 mM cAMP. 360,000 tested, 0.073% active. AID 720707. O95398. Potency, µM (highest dose often 154 µM), without a hit: top-dose activation, usual class: activators; further: potency means the concentration at half of the fitted maximal effect; nearly all actives have a fitted effect of over 60% in size
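Nucleotide exchange by EPAC1 (100 nM) on Rap1B–BODIPY-GDP (250 nM) in the presence of 50 uM GDP is tracked fluorescently at 480/540 nm over 30 min. Signals are normalized to a 6.5 mM cAMP control.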
IL2 activator: activators of IL-2; AID 652025; IL-2 activation reporter assay, cell-based qHTS; stimulated with anti-CD3/CD4/CD28 beads; in transgenic mouse T cells; 360,000 tested, 0.065% active; activation, % (series mostly up to about 46 µM); in the data active means activation above about 50%; inconclusive means mostly about 30% to 49%; further: 0% is about no effect
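Unstimulated transgenic mouse T cells, 750 per well, received compound and, after 60 minutes, anti-CD3/anti-CD4 bead plus anti-CD28 stimulation. EGFP and DsRed were quantified after 18 hours.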
FUS suppressor: suppressors of FUS proteinopathy in yeast. 390,000 tested, 0.24% active. Potency, µM (top dose mostly 76.6 µM), for inactives: at the highest dose growth rescue (activation), hits mostly activators. S. cerevisiae FUS-expressing, growth rescue, OD600, 24 h;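 further: potency means the concentration at half of the fitted maximal effect; plate controls were DMSO vehicle for no effect and reference control for full effect; nearly all actives have a fitted effect of over 55% in size; some results filed as inactive show a strong effect at the top dose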
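Yeast expressing FUS under galactose induction, OD 0.005 in 2% galactose medium; compounds in a dilution series, 24 h at 30C. Growth rescue by absorbance at 600 nm; CP55940 positive control, DMSO negative.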
EPAC1 antag: EPAC1 (human) antagonism. O95398. EPAC1 GEF assay, Rap1b-BODIPY-GDP exchange fluorescence. Potency, µM (series often up to 115 µM), inactives show at the top dose activity change, negative = inhibition, hits mostly inhibitors. 360,000 tested, 0.14% active;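 further: potency means the concentration at half of the fitted maximal effect; plate controls were vehicle for no effect and positive control for full effect; nearly all actives have a fitted effect of over 50% in size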
PI5P4Ka inh: PI5P4K alpha (human) kinase inhibition. P48426. PI5P4Kalpha enzyme, ADP-Glo luminescence, 60 min; stronger effect = lower value. max response, %. 330,000 tested, 1.2% active. AID 652105; active means max response of -50% or lower; inconclusive means between -30% and -50%; inactive means -30% or higher; further: value at the top dose of about 77 µM; on the % scale 0 is the no-effect control and ±100 the full control effect
Target sequence (P48426 whole entry, looked up): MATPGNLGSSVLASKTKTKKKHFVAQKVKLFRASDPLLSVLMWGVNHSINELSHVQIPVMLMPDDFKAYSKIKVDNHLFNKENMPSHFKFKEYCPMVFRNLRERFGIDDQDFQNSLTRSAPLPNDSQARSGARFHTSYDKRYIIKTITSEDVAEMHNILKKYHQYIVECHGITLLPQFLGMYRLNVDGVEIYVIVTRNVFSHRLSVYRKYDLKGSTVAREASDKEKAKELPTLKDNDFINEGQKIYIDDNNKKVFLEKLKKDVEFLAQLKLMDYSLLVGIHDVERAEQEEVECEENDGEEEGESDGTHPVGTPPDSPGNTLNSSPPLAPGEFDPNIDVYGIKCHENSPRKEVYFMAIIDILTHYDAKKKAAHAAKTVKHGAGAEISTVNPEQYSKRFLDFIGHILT
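Enzyme plus substrate dispensed, test compounds pinned in, then ATP (5 microM final) added. After 60 min at RT, ADP-Glo reagent 1 for 45 min and reagent 2 for 30 min preceded luminescence imaging.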
PLK1 PBD block: inhibitors of human PLK1 polo-box domain binding; P53350; Plk1 PBD binding of FITC phosphopeptide, fluorescence polarization; Potency, µM, without a hit: max response, negative = inhibition, most hits filed as inhibitors; 360,000 tested, 2.8% active; AID 720504; further: potency means the concentration at half of the fitted maximal effect; series mostly up to about 57 µM; on the % scale 0 is the no-effect control and ±100 the full control effect; nearly all actives have a fitted effect of over 65% in size
Target sequence (P53350 whole entry, looked up, the tested form may be a part): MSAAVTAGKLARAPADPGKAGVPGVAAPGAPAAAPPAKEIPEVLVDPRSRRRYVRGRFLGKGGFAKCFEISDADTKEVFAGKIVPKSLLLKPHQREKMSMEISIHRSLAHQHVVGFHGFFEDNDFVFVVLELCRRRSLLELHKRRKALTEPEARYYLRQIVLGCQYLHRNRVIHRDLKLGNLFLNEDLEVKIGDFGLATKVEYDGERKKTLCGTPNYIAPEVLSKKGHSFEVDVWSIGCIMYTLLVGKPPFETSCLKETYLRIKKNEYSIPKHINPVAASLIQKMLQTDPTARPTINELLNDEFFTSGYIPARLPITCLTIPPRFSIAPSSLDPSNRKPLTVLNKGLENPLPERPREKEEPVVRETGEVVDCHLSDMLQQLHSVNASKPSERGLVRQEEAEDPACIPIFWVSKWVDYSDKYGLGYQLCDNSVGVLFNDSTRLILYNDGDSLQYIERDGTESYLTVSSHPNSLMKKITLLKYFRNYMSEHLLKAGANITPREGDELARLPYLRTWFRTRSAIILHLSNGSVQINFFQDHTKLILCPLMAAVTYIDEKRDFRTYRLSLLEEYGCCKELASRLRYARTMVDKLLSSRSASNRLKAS
WRN inhibitor: WRN helicase (human) inhibition; Q14191; WRN helicase unwinding, fluorescent forked duplex, kinetic; Potency, µM (highest dose often 114 µM), for the others: at the top dose activity change, negative = inhibition, hits mostly inhibitors; 360,000 tested, 0.46% active; further: potency means the concentration at half of the fitted maximal effect; on the % scale 0 is the no-effect control and ±100 the full control effect; nearly all actives have a fitted effect of over 55% in size
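Kinetic red-fluorescence monitoring (525/598 nm) tracks WRN helicase activity after 100 nM fluorophore-quencher forked duplex and 2 mM ATP are added to 20 nM enzyme pretreated 15 min at room temperature with compound.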
Active calls of the source: *; ? = inconclusive; · = not tested or not shown; [ ] = another dose, or the depositor's remark. Unless noted, the call rests on the fitted dose curve; in most records, active means well fitted curve in the direction sought with a large enough effect; inconclusive means small, poorly fitted or top-dose-only effect, or another doubt; inactive means no such curve, though single readings can be large; an effect the other way counts as inactive or inconclusive.

#	Compound	Abeta yeast res	EPAC1 agonist	IL2 activator	FUS suppressor
1	Cn1c(Cc2cccs2)nnc1SCC(=O)Nc1ccccc1	15%	1%	4.3	4%
2	CC(=O)Nc1cccc(-c2nc3ccccc3o2)c1	5%	-4%	-0.9	-21%
3	CC(C)N(C(=S)Nc1cc(S(=O)(=O)N2CCOCC2)ccc1Cl)c1ccccc1	14%	5%	1.2	0%
4	O=C(c1ccccc1Cc1ccccc1)N1CCN(S(=O)(=O)c2ccccc2Br)CC1	11%	?	-1.0	40%
5	CCOC(=O)CSc1nc(C)c2cc(OC)ccc2n1	-2%	3%	-0.3	-10%
6	Nc1nc(N)c2cc(Sc3ccc(Cl)cc3)ccc2n1	-16%	16%	-3.6	-3%
7	O=P1(NC2CCCC2)OCC2(CO1)COP(=O)(NC1CCCC1)OC2 (stereo unspecified)	-9%	4%	-1.5	·
8	CCc1ccc(NC(=S)N2CCCCCCC2)cc1	20%	-4%	2.4	-1%
9	CCCOc1ccc(NC(=O)C2CC(=O)N/C(=N/N=C(C)/C=C/c3ccc(N(C)C)cc3)S2)cc1 (stereo unspecified)	-4%	14%	1.9	·
10	CCN1CCCC(OC(=O)c2cc(-c3ccccc3Cl)nc3ccccc23)C1 (stereo unspecified)	4%	-1%	-2.5	-11%

#	EPAC1 antag	PI5P4Ka inh	PLK1 PBD block	WRN inhibitor
1	-28%	0	-6%	-29%
2	0%	5	-1%	-3%
3	7%	-6	?	11%
4	-25%	-2	-9%	-6%
5	8%	1	-10%	-4%
6	7%	-15	-5%	4%
7	7%	17	-2%	3%
8	1%	3	3%	-16%
9	2%	-8	-8%	3%
10	-5%	5	-3%	7%

Whole records, looked up by structure.
`CCCOc1ccc(NC(=O)C2CC(=O)N/C(=N/N=C(C)/C=C/c3ccc(N(C)C)cc3)S2)cc1` (stereo unspecified) is entered as Abeta yeast res = -4%; EPAC1 agonist = 14%; IL2 activator = 1.9; FUS suppressor = ·; EPAC1 antag = 2%; PI5P4Ka inh = -8; PLK1 PBD block = -8%; WRN inhibitor = 3%
`CC(=O)Nc1cccc(-c2nc3ccccc3o2)c1` is entered as Abeta yeast res = 5%; EPAC1 agonist = -4%; IL2 activator = -0.9; FUS suppressor = -21%; EPAC1 antag = 0%; PI5P4Ka inh = 5; PLK1 PBD block = -1%; WRN inhibitor = -3%

Continued:
#	Compound	Abeta yeast res	EPAC1 agonist	IL2 activator	FUS suppressor
11	CCc1ccc(Nc2nnc(SCn3nnc4ccccc4c3=O)s2)cc1	-11%	-7%	1.2	22%
12	COc1ccc(C(=O)OCC(=O)NC(Cc2ccccc2)C(C)=O)cc1S(=O)(=O)N1CCCC1 (stereo unspecified)	8%	1%	-2.6	21%
13	CCCCNC(=O)OCCNC(=O)Oc1cccc(C)c1	-13%	-14%	0.8	-13%
14	O=C(COC(=O)/C=C/c1ccc(C(F)(F)F)cc1)NC(=O)NCc1ccco1	2%	-21%	-2.6	·
15	CC(C)Sc1n[nH]c(=O)n1-c1cccc(C(F)(F)F)c1	9%	10%	-0.6	1%
16	O=C(NCC(=O)N(c1cccnc1)C(C(=O)NC1CCCC1)c1ccco1)c1cccs1 (stereo unspecified)	11%	-6%	-2.5	12%
17	Cc1cc(N2C(=O)[C@@H]3[C@H](C2=O)[C@@H]2C[C@H]3C(Br)C2Br)no1 (stereo partly specified)	7%	2%	-4.8	24%
18	Cc1ccc2c(c1)cc(CN(Cc1cccnc1)C(=O)NCc1ccccc1)c1nnnn12	-3%	14%	-2.1	26%
19	CC(CN1CCOCC1)OC(=O)c1cccc(Cl)c1 (stereo unspecified)	6%	-9%	0.6	-2%
20	O=C(OCC(=O)N1CCCC1)c1ccccc1O	3%	6%	1.8	-13%

#	EPAC1 antag	PI5P4Ka inh	PLK1 PBD block	WRN inhibitor
11	-4%	2	-14%	-7%
12	-4%	-2	-1%	10%
13	-3%	0	-4%	1%
14	?	6	-3%	-34%
15	-3%	-5	2%	2%
16	-1%	0	-4%	-1%
17	-13%	-2	3%	2%
18	-4%	·	-5%	1%
19	7%	3	4%	13%
20	10%	-5	-7%	11%

Other structures follow.
#	Compound	Abeta yeast res	EPAC1 agonist	IL2 activator	FUS suppressor
21	CCOC(=O)CN(C(=O)c1snc(C(N)=O)c1N)C(C(=O)NC1CCCCC1)c1ccc(F)cc1 (stereo unspecified)	1%	-14%	-0.8	16%
22	O=C(/C=C/c1cccs1)N1CCCC1	5%	9%	0.5	-9%
23	Cc1nn(-c2ccc(C(=O)Nc3nnc(C4CC4)s3)cc2)c(C)c1Cl	3%	6%	0.3	-9%
24	O=C(Nc1cccc(S(=O)(=O)N2CCCC2)c1)c1cccnc1	26%	7%	0.0	18%
25	CCOc1ccc(C(=O)N2CCN(CCc3ccccc3)CC2)cc1OCC	1%	-1%	1.5	1%
26	COc1cccc(OCc2cc(C(=O)N(C)CCC3CCCCO3)no2)c1 (stereo unspecified)	11%	5%	-4.5	11%
27	CCOC(=O)c1cccc(C2=CC(=O)CC(C)(C)C2)c1	-15%	4%	-2.1	1%
28	CC(C)C(=O)Nc1ccc(-c2nnc(-c3ccccc3)o2)cc1	2%	5%	-0.2	2%
29	COC(=O)N/N=C/c1cc(Cl)cc(Cl)c1OCc1ccccc1F	6%	-8%	-0.1	-1%
30	CCN1CCN(S(=O)(=O)c2cc(C)c(OC)cc2C)CC1	9%	-1%	-2.6	-9%

#	EPAC1 antag	PI5P4Ka inh	PLK1 PBD block	WRN inhibitor
21	?	7	-15%	4%[11.6 µM]
22	8%	-1	-2%	-2%
23	0%	7	-10%	1%
24	2%	-7	-7%	4%
25	-1%	10	-7%	-27%
26	8%	10	-3%	-17%
27	15%	6	-21%	-2%
28	2%	2	-6%	-7%
29	-12%	-1	-4%	-15%
30	10%	·	-1%	1%

Remaining list, next part.
#	Compound	Abeta yeast res	EPAC1 agonist	IL2 activator	FUS suppressor
31	CCCCOc1ccc([N+](=O)[O-])cc1C(=O)O	4%	1%	0.5	8%
32	COc1ccc(Nc2nc(NCc3ccco3)nc(N3CCOCC3)n2)cc1	7%	10%	1.4	9%
33	COc1ccc(C2CC(=O)N(CCCN(C)CCc3ccc(OC)c(OC)c3)C2)cc1 (stereo unspecified)	20%	-1%	-0.7	-31%
34	COc1ccc(-c2[nH]n(-c3ccc([N+](=O)[O-])cc3)c(=O)c2C=NCc2ccccc2)cc1	5%	10%	2.3	?
35	CCn1ncc(C2=NOC(C(=O)Nc3cccc(O)c3)C2)c1C (stereo unspecified)	2%	-8%	-0.3	2%
36	O=C(Nc1ccc(C(=O)N2CCCc3ccccc32)cc1)c1cccs1	11%	5%	-4.3	20%
37	O=S(=O)(c1ccccc1)N1N=C(c2cccs2)CC1c1ccc(Br)cc1 (stereo unspecified)	19%	0%	-0.9	30%
38	Cc1ccc(NC2(C#N)C(=O)Nc3ccccc32)cc1C (stereo unspecified)	7%	11%	0.2	-11%
39	CCn1c(CNC(=O)c2cccc(C)c2)nc2ccccc21	0%	-5%	2.5	-19%
40	O=C(Cc1cccc2ccccc12)N1CCCc2ccccc21	-1%	7%	-2.6	4%

#	EPAC1 antag	PI5P4Ka inh	PLK1 PBD block	WRN inhibitor
31	-21%	-1	-18%	-4%
32	-12%	8	-4%	-9%
33	-7%	-1	-5%	4%
34	4%	2	1%	?
35	6%	-7	-9%	5%
36	-11%	-5	-9%	-1%
37	19%	-55*	2%	-5%
38	0%	-5	0%	-9%
39	-3%	2	3%	-5%
40	-6%	0	-2%	-5%

(more compounds)
#	Compound	Abeta yeast res	EPAC1 agonist	IL2 activator	FUS suppressor
41	CC(C)c1ccc(C(=O)N/N=C/c2cccc(Cl)c2Cl)cc1	13%	6%	-3.3	-4%
42	C=CCNC(=O)/C(C#N)=C/c1c(N2CCN(c3ccc(OC)cc3)CC2)nc2c(C)cccn2c1=O	-10%	9%	-0.5	26%
43	Cc1ccc2c(c1)NC(=O)C(CC(=O)NCCN(CC(C)C)CC(C)C)O2 (stereo unspecified)	2%	-1%	1.2	-3%
44	CCCCCCNC(=O)CC(c1ccccc1)c1cc(Br)ccc1O (stereo unspecified)	1%[9.22 µM]	4%	16	-2%
45	COc1cc2c(cc1NC(=O)C(C)Sc1ccc(NC(C)=O)cc1)oc1ccccc12 (stereo unspecified)	-3%	9%	-0.5	?
46	O=C(COC(=O)c1ccc(O)cc1O)c1ccc(Cl)cc1	?	12%	0.5	-4%
47	CC1(C(=O)NS(=O)(=O)c2ccccc2)CCN1C(=O)CC1CCCCC1 (stereo unspecified)	-1%	-7%	0.5	-7%
48	Cc1ccc(NC(=O)CCCc2ccccc2)nc1	3%	-10%	-5.1	8%
49	CCOC(=O)c1cc2c(N)c(C(=O)c3cc(C#N)c(SC)nc3C)sc2nc1C	-8%	16%	-3.4	-11%
50	CCOC(=O)c1cccc(NC(=O)CCc2nnc3ccc(N4CCN(C)CC4)nn23)c1	-15%	7%	-2.9	-9%

#	EPAC1 antag	PI5P4Ka inh	PLK1 PBD block	WRN inhibitor
41	13%	2	-9%	-2%
42	1%	0	?	-10%
43	-6%	0	?	-1%
44	?	2	-1%	-34%
45	-23%	17	?	-5%
46	-13%	-2	-8%	-4%
47	-1%	0	-5%	-1%
48	-17%	0	-20%	-5%
49	-13%	·	-9%	-13%[57.1 µM]
50	-8%	2	24µM*	-1%

Later entries
#	Compound	Abeta yeast res	EPAC1 agonist	IL2 activator	FUS suppressor
51	Cc1ccc(-n2ncc(C(=O)Nc3ccc(Cl)cc3)c2C2CCNCC2)cc1C	1%	-2%	-3.6	9%
52	N#Cc1cnn(-c2ccccc2)c1NC(=O)CN1CCOCC1	-10%	-3%	0.4	9%
53	Cc1cccc(CCNC(=O)CC2C(=O)NCCN2CC2CCCCC2)n1 (stereo unspecified)	2%	-2%	-3.5	-4%
54	COc1ccc([N+](=O)[O-])cc1NC(=O)Cc1noc2ccccc12	-17%	7%	0.2	7%
55	CCCCCOc1ccc(Cl)cc1CN1CCOCC1	-5%	-3%	-4.8	·

#	EPAC1 antag	PI5P4Ka inh	PLK1 PBD block	WRN inhibitor
51	-14%	0	-11%	3%
52	13%	0	-5%	1%
53	11%	1	-7%	2%
54	1%	5	-6%	-5%
55	-3%	12	-4%	-23%
